Rin1 Abl inh – inhibitors of human Rin1-Abl protein interaction; AID 588664; inhibition, % at 7.35 µM; 360,000 compounds, 0.4% hits; TR-FRET Rin1/Abl binding, biochemical; in the data active means inhibition above about 5%, passing the limit was not always enough
Neddylation inh – inhibitors of human cullin neddylation; P61081+Q13564; 360,000 compounds, 0.58% hits; TR-FRET cullin neddylation, biochemical; calls only at 25 µM; in the data active means inhibition above about 36%
Target sequence (P61081 whole entry, looked up): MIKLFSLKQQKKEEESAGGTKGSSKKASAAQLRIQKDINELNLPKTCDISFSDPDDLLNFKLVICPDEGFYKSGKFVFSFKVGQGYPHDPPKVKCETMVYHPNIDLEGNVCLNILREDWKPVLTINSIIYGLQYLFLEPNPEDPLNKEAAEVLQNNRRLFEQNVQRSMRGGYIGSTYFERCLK
Target sequence (Q13564 whole entry, looked up): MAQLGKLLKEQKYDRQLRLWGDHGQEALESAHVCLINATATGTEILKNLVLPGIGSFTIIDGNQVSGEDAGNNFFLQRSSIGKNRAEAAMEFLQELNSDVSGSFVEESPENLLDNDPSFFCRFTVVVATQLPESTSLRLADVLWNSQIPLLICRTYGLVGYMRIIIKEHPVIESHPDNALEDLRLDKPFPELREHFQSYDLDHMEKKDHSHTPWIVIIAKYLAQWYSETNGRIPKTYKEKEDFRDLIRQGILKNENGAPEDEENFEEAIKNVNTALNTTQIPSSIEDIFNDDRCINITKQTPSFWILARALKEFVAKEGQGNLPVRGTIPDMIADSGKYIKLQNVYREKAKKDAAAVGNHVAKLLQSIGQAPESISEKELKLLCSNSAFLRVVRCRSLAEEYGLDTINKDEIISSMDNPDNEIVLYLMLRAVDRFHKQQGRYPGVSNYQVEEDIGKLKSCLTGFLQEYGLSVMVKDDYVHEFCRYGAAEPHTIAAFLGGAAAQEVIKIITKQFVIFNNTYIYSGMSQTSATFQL
FAS TE block – FAS thioesterase (human) inhibition. P49327. recombinant FAS-TE, OMFH fluorogenic substrate, fluorescence endpoint. inhibition, % at 15 µM. 360,000 compounds, 0.67% hits. AID 602261;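 active means compounds whose normalised, plate-corrected inhibition of enzyme fluorescence in the single-dose primary screen is 50% or more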;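 further: 0% = DMSO with enzyme and 100% = substrate without enzyme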
Rpn11 block – blocks the human proteasome subunit Rpn11; O00487; human 26S proteasome, Ub4-pepOG fluorescence polarization; 20S core pre-blocked with epoxomicin; calls only at 20 µM; 360,000 compounds, 0.59% hits; AID 588493;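 active means inhibition at 20 µM, scaled to each plate's controls, above about 33%, limit read from the data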
CSN deneddyl inh – CSN deneddylation inhibition; Q92905; Purified CSN, SCF-Nedd8-OG deneddylation, fluorescence polarization; inhibition, % at 12.5 µM; 360,000 compounds, 0.38% hits; AID 651999;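 active means pattern-corrected inhibition above about 35%, with an unprinted fluorescence ratio check between 0.5 and 1.5, limit read from the data, passing the limit was not always enough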;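 further: 0% = enzyme with substrate and 100% = substrate without enzyme; some results filed as inactive read as strong as hits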
Target sequence (Q92905 whole entry, looked up, one chain of several): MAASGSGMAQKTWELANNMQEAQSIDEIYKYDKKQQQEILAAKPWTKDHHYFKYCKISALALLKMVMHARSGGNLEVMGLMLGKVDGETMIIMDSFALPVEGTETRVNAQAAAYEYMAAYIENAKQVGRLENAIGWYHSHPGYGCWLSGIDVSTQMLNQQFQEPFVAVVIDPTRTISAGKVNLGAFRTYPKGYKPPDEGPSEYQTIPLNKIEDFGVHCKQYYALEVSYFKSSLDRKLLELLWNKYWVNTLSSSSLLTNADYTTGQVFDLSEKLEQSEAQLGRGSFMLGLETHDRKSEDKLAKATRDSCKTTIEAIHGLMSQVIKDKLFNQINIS
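Material: purified human Csn5 enzyme expressed in HEK293T cells / Medium: Tris buffer pH 7.5, NaCl, DTT, Tween-20, trehalose, ovalbumin / Compound dosing: 12.5 µM single point / Schedule: 90 min incubation of compound, enzyme and substrate at room temperature / Signal: fluorescence polarization of the substrate / Control set: no-enzyme wells high, enzyme-with-substrate wells low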
SKN-1 block – blocks SKN-1 activity in C. elegans | AID 624304 | inhibition, % at 21.8 µM | C. elegans VP596 Pgst-4::GFP/RFP ratio, acrylamide-induced, 24 h | 360,000 compounds, 0.49% hits;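 active means interference check ratio from 0.5 to 1.5 plus GFP to RFP signal ratio inhibition reaching or exceeding a fixed threshold, cut at about 30% in these data, passing the limit was not always enough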; further: some compounds called inactive have numbers as strong as hits
NadD inh – blocks S. aureus nicotinate mononucleotide adenylyltransferase | purified NadD enzyme, colorimetric absorbance read-out | 360,000 compounds, 0.78% hits | inhibition, % at 20 µM; in the data active means inhibition above about 26%; further: some compounds past the cut are filed as inactive
MT1-MMP act inh – blocks activation of human MT1-MMP; P50281; HT1080 RFP-PRO-GFP cells, GFP/RFP ratio fluorescence, overnight; percent of plate control window, DMSO zero; GFP/RFP ratio change, % at 20 µM; 360,000 compounds, 0.061% hits;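 active means GFP/RFP ratio change of at least 30% with cell ATP level not reduced by more than half and red fluorescence within 50% of control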; further: strong numbers were not always called active
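Assay system: HT1080 RFP-PRO-GFP cells. Benchmarks: DMSO vehicle wells and RFP-L50D-GFP reporter cell wells. Times: overnight cell settling, then overnight compound exposure, 37 °C, 5% CO2. Compound: 20 µM single dose, 1% DMSO. Read-out basis: GFP/RFP fluorescence ratio.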
PABP1 MLLE inh – inhibitors of microRNA-mediated deadenylation, human PABP1 MLLE binding; P11940; GST-MLLE / FITC-PAM2 fluorescence polarization; inhibition, % at 20 µM; 360,000 compounds, 0.36% hits; AID 588489; in the data active means inhibition above about 35%, passing the limit was not always enough;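 further: plate controls were DMSO wells with GST-MLLE for no effect and wells lacking GST-MLLE protein for full effect; some results filed as inactive read as strong as hits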
The depositor's hits bear a star; i = inactive; . = no result given. Compounds were not picked by outcome. Share with any hit: about 3.9%.

SMILES	Rin1 Abl inh	Neddylation inh	FAS TE block	Rpn11 block	CSN deneddyl inh	SKN-1 block	NadD inh	MT1-MMP act inh	PABP1 MLLE inh
CCN(CC)CCNC(=O)c1c(O)c2cccc3c2n(c1=O)CCC3	-5.0	i	-10.6	i	1.9	15.2	-7.6	6.4	9.6
CC(C)(C)NC(=O)Cn1c(=O)n(CC(=O)NC(C)(C)C)c2ccccc21	1.8	i	-3.6	i	-4.8	-3.6	-4.3	7.8	3.0
CN(C(=O)CSc1nc(C2CC2)nc2ccccc12)c1nc(-c2ccccc2)cs1	-3.0	i	0.9	i	1.3	9.0	11.1	-6.2	10.9
COc1ccc(C2=NN(C(=O)c3cccs3)C(O)(C(F)(F)F)C2)cc1 (configuration not stated)	0.5	i	16.9	i	3.6	2.6	-1.4	5.9	3.8
Cc1cc(C)c2[nH]c(=O)c(=O)[nH]c2c1	-1.6	i	-10.1	i	-3.1	21.8	2.0	-1.6	-0.6
CCOc1ccc(S(=O)(=O)NCCC(=O)NCCc2ccc(C(C)C)cc2)cc1	2.2	i	19.0	i	-0.1	-5.4	-8.2	-3.3	0.7
Cc1ccccc1Oc1cc(-n2ncc(Cl)c(Cl)c2=O)ncn1	2.2	i	39.9	i	6.6	0.3	-8.1	-38.5	0.0
CCN(Cc1ccccc1)C(=O)Cn1cc2c(n1)CCCC2	6.7	i	-2.6	i	-1.8	5.3	-4.7	-5.0	1.4
Cc1cccc(OCC(O)CN2C(C)(C)CC(O)CC2(C)C)c1 (configuration not stated)	2.9	i	-2.5	i	-5.1	11.1	-6.8	0.7	1.0
Cc1cccc(NS(=O)(=O)c2cc3c4c(c2)C(C)C(=O)N4CCC3)c1 (configuration not stated)	-0.9	i	-9.7	i	-0.2	5.0	3.1	-2.6	-3.7
CC(C)(C)C1CCc2sc(C(=O)NNC(=O)CCl)cc2C1 (configuration not stated)	0.4	i	5.0	i	0.0	7.7	3.4	-1.8	-6.8
O=C(CN1CCCCC1)N/N=C/c1ccc(Cl)cc1	1.2	i	-2.9	i	3.2	2.6	-6.0	1.0	-2.2
Cc1cccc(-c2c(NC(=O)c3ccco3)oc3c(C)cccc3c2=O)c1	-0.9	i	-1.8	i	1.3	1.6	-5.8	0.9	-5.0
O=C(NCCc1ccccc1)c1noc2c1CCc1ccccc1-2	-0.9	i	3.4	i	3.2	20.4	1.3	3.1	6.3
COc1ccc(N2CCN(C(=O)C3CCCN3S(=O)(=O)c3cccc4nsnc34)CC2)cc1 (configuration not stated)	-5.2	i	-5.9	i	3.0	4.4	-5.9	0.8	6.9
Nc1nc(NCc2ccccc2)nc(NCc2ccccc2)c1[N+](=O)[O-]	-4.5	i	-8.5	i	0.6	-2.1	-1.8	7.9	-16.0
CC1=C(C(=O)N2CCOCC2)CC(CC(=O)NCc2cccc3ccccc23)C(=O)N1Cc1ccc(C(C)(C)C)cc1 (configuration not stated)	2.0	i	12.1	i	5.0	-7.8	-10.5	2.6	14.7
O=C(NCc1cccnc1)c1cc(-c2ccccc2)on1	1.1	i	-4.7	i	-2.6	8.4	1.3	15.7	10.8
CC(=O)c1cccc(N(CC(=O)N2CCOCC2)S(C)(=O)=O)c1	0.2	i	-8.3	i	4.4	8.5	-4.2	0.3	-0.7
COc1ccc(N2C(=O)C(Cl)=C(N3CCN(Cc4ccccc4)CC3)C2=O)cc1	-3.1	i	12.0	i	-1.8	-4.3	-2.1	-0.2	10.5

A portion from the list above, as a working copy:
SMILES	Rin1 Abl inh	Neddylation inh	FAS TE block	Rpn11 block	CSN deneddyl inh	SKN-1 block	NadD inh	MT1-MMP act inh	PABP1 MLLE inh
CCN(CC)CCNC(=O)c1c(O)c2cccc3c2n(c1=O)CCC3	-5.0	i	-10.6	i	1.9	15.2	-7.6	6.4	9.6
CC(C)(C)NC(=O)Cn1c(=O)n(CC(=O)NC(C)(C)C)c2ccccc21	1.8	i	-3.6	i	-4.8	-3.6	-4.3	7.8	3.0
CN(C(=O)CSc1nc(C2CC2)nc2ccccc12)c1nc(-c2ccccc2)cs1	-3.0	i	0.9	i	1.3	9.0	11.1	-6.2	10.9
COc1ccc(C2=NN(C(=O)c3cccs3)C(O)(C(F)(F)F)C2)cc1 (configuration not stated)	0.5	i	16.9	i	3.6	2.6	-1.4	5.9	3.8

The listing continues:
SMILES	Rin1 Abl inh	Neddylation inh	FAS TE block	Rpn11 block	CSN deneddyl inh	SKN-1 block	NadD inh	MT1-MMP act inh	PABP1 MLLE inh
Cc1cc(C)n(-c2ccc(C(F)(F)F)cc2[N+](=O)[O-])n1	4.0	i	-2.4	i	-6.9	-3.8	4.7	4.2	-1.2
CC1Cc2ccccc2N1C(=O)CNc1ccccc1N1CCCCC1 (configuration not stated)	-5.8	i	24.1	i	-10.5	4.0	-2.8	-5.6	-3.1
CCOc1ncccc1C(=O)OCC(=O)N1CCN(S(=O)(=O)c2ccccc2)CC1	0.8	i	-5.4	i	1.9	5.3	-2.5	1.4	-16.1
COc1ccc(C2C(C(=O)c3sc(C)nc3C)=C(O)C(=O)N2CCN2CCOCC2)cc1 (configuration not stated)	-1.6	i	-5.6	i	0.5	9.9	6.5	-0.9	-3.4
Cc1c(-c2nn(C)c(=O)c3ccccc23)oc2ccc(F)cc2c1=O	-3.5	i	0.0	i	5.1	-2.2	-4.9	-3.2	6.9
CN(C)S(=O)(=O)c1cccc(C(=O)OCC(=O)NCc2ccc3c(c2)OCO3)c1	0.0	i	0.4	i	1.9	4.7	-6.4	-1.9	-6.7
CCCc1cc(NCCN(C)C)n2c(nc3ccccc32)c1C#N	-3.5	.	-4.2	i	7.4	32.4	-7.0	-11.4	2.3
N#Cc1ccc(C(=O)Nc2cc(C3CC3)nn2-c2ccccc2)cc1	-0.6	i	-4.1	i	-3.6	12.5	-0.1	-2.0	-21.3
COc1cc(C(=O)NCc2ccccc2)cc(Br)c1OC	0.1	i	3.2	i	1.8	7.6	-2.5	1.6	-7.8
Cc1cccc(CN(C)CCc2ccccn2)c1	5.0	i	-4.1	i	-1.0	-2.8	-4.3	-1.4	3.2
CCN(CC)S(=O)(=O)c1ccc2oc(Nc3ccc4c(c3)OCCO4)nc2c1	0.3	i	13.2	i	2.5	13.3	-6.5	1.4	-67.7
CS(=O)(=O)NCCSc1cc(C(F)(F)F)nc2ccccc12	-19.7	i	-6.0	i	3.0	-1.8	-5.8	-4.0	-0.1
CCN(CC)C(=O)CSc1nnc(-c2ccccc2)n1-c1ccccc1	-0.8	i	-6.8	i	0.1	-4.3	4.3	2.8	-98.2
COc1cc(OC)c(NC(=O)Cc2ccc(OC)c(S(=O)(=O)N3CCOCC3)c2)cc1Cl	1.0	i	1.8	i	-2.0	-1.9	5.9	2.7	-13.6
CN(C)[C@@H]1C(=O)C(C(N)=O)=C(O)[C@@]2(O)C(=O)C3=C(O)c4c(O)ccc(Cl)c4[C@@H](O)[C@H]3C[C@@H]12	6.6	i	-1.8	i	62.3	21.9	5.5	-3.6	4.8
O=C(N/N=C/c1ccc2c(c1)OCO2)c1ccn(Cc2ccc(Cl)cc2)n1	0.0	i	-6.4	i	-0.3	3.6	-9.7	2.5	6.1
Oc1c(Br)cc(CNC2CCCCC2)cc1Br	1.5	i	0.5	i	3.6	21.2	6.4	0.2	-8.5
COc1ccccc1N1CCN(CC(C)N(C(=O)C2CCCCC2)c2ccccn2)CC1 (configuration not stated)	1.2	i	-3.3	i	2.0	-12.4	-4.7	-9.5	-2.2
CCCN(C(=O)COC(=O)c1[nH]c(C)c(C(=O)OC)c1C)c1c(N)n(Cc2ccccc2)c(=O)[nH]c1=O	-3.0	i	-1.2	i	-2.0	-40.5	5.0	-0.1	-31.8
COc1ccc(S(=O)(=O)NCC2CCCN(C(=O)C=C(C)C)C2)cc1 (configuration not stated)	-0.9	i	-6.7	i	-0.9	0.7	-2.7	1.2	-3.8
CCCCCCCCCCCCC(NC(C)=O)(C(=O)OCC)C(=O)OCC	4.9	i	1.2	i	2.4	-2.0	-5.4	0.3	4.6
O=C(CCC1CCCCC1)Nc1cccnc1	-3.4	i	-1.7	i	-3.0	6.2	1.1	-3.8	-2.7
CCN(C(=O)COC(=O)c1cn(-c2ccccc2)nc1-c1ccccc1)C1CCS(=O)(=O)C1 (configuration not stated)	-4.2	i	4.8	i	3.1	2.1	-5.7	-0.3	13.6
Cc1c(NC(=S)NC(NC(=O)C(C)(C)C)C(Cl)(Cl)Cl)c(=O)n(-c2ccccc2)n1C (configuration not stated)	2.2	i	-10.0	i	3.5	-3.6	4.0	4.0	20.3
Clc1cccc(Cn2ncc3ccccc32)c1	-1.0	i	2.1	i	6.4	8.9	-6.3	-1.1	-0.7
CCOC(=O)CN[C@H]1CCC2C3CC=C4C[C@@H](O)CC[C@]4(C)C3CC[C@@]21C (some centres not stated)	1.9	i	-3.6	i	2.0	13.1	-0.3	1.1	-13.1
COCCNC(=O)/C(C#N)=C/c1ccc(OCc2ccccc2)cc1	-0.4	i	7.6	i	-3.2	7.9	3.3	-4.6	12.3
O=C(c1cnc(-c2ccc(Cl)cc2)s1)c1ccc(Cl)cc1Cl	-2.5	i	18.8	i	-4.2	-4.7	0.3	-2.9	-0.4
Cc1occc1C(=O)NNS(=O)(=O)c1ccc(Cl)cc1	2.8	i	-7.8	i	1.6	4.5	-1.6	-2.0	-2.3
COc1ccc2c(C)cc(N3CCN(c4ccc(F)cc4)CC3)nc2c1	1.4	i	28.2	i	1.6	14.6	2.7	9.5	3.9
Fc1cccc(NC(=S)NCc2cccnc2)c1	-4.3	i	-12.2	i	-16.0	-1.7	-3.8	4.6	6.1
CC(C(=O)OCC(=O)Nc1cccc(S(=O)(=O)N2CCOCC2)c1)N1C(=O)c2ccccc2C1=O (configuration not stated)	2.4	i	-1.8	i	-2.9	-12.2	-4.9	-1.1	-1.4
CC(C)(C)c1ccc(Oc2cccc(C3CC(=O)C(C4NCCc5ccccc54)C(=O)C3n3cncn3)c2)cc1 (configuration not stated)	1.8	i	3.3	i	4.0	20.1	40.5*	-13.7	-2.5
O=C(O)CCCC(=O)Nc1ccc(Oc2ncnc3cc(Cl)ccc23)nc1	-0.7	i	-4.4	i	-4.6	4.0	-2.5	-1.6	-4.5
COc1cc(CN(C)Cc2ccccc2)cc(OC)c1O	-4.5	i	-3.3	i	-0.8	-10.3	2.7	-1.3	-1.2
CN(Cc1nc2ccccc2c(=O)[nH]1)C(=O)c1cc(C2CC2)nn1-c1ccccc1	-1.1	i	1.6	i	0.0	-9.7	-0.7	0.1	-0.3
CN(C)c1ccc(-c2sc(Nc3ccccc3)n[n+]2-c2ccc(F)cc2)cc1	2.5	i	-124.0	i	7.3	-2.7	4.8	-3.4	-146.5
COc1ccccc1NCC(=O)c1ccc(C)c(C)c1	0.8	i	12.6	i	-5.7	14.6	-0.8	1.2	11.2
Cc1ccc(C(c2cc(Cl)c3cccnc3c2O)N2CCN(C)CC2)cc1 (configuration not stated)	3.3	i	-3.0	i	-1.9	-9.5	5.1	-1.7	48.2*
O=C(Cn1cc(C(=O)c2ccco2)c2ccccc21)Nc1ccccc1	-0.7	i	12.0	i	0.2	-13.0	-6.8	3.0	0.6

High-throughput results deposited in PubChem by several laboratories.
